STAT1 inh – STAT1 signaling inhibitors, primary screen, cell-based, HTS, luciferase reporter | NIH 3T3 STAT1-luciferase reporter, IFN-gamma, luminescence | inhibition, % at 5.5 µM | 200,000 tested, 0.35% active | AID 920, 2007;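 active = inhibition above a set limit, the mean inhibition across all tested compounds plus 3 SD, cut at about 34% in these data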;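 note: 0% = IFN-gamma with DMSO and 100% = IFN-gamma with 300 µM nifuroxazide; values of inactives mirror those of a sister screen read the other way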
STAT3 blocker – IL-6 driven STAT3 reporter inhibitors, primary screen, U3A cells, luciferase, luminescence, MLSCN library | AID 862, 2007 | IL-6 STAT3-luciferase reporter; host cell line lacks STAT1 | inhibition, % at 5.5 µM | 190,000 tested, 0.89% active;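 active = inhibition above the mean inhibition across all screened compounds plus 3 SD, cut at about 44% in these data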;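 note: 0% = DMSO only wells and 100% = 100 µM nifuroxazide control wells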
STAT3 activator – IL-6 driven STAT3 reporter potentiators, primary screen, U3A cells, luciferase, luminescence, MLSCN library; 190,000 tested, 0.91% active; activation (% of control), % at 5.6 µM; IL-6 STAT3-luciferase reporter; 100% = signal with IL-6 EC80 alone; AID 871, 2007;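 active = activation above the screen-wide mean of compound activation plus 3 SD, cut at about 130% in these data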;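 note: 0% = background luminescence of wells with medium and substrate only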
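Material: STAT3-luciferase reporter U3A cells. Controls: IL-6-treated wells, 100% activation. Read-out: % activation versus median of IL-6-stimulated wells. Probe or stimulus: IL-6 stimulus at 33 ng/mL final. Timing: compound 1 h, then IL-6 6 h at 37 °C. Signal: reporter luminescence signal.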
ROMK primary – ROMK potassium channel modulators, primary screen, cell-based, thallium flux, MLSMR library. ATP-sensitive inward rectifier potassium channel 1 (Homo sapiens), P48048. Tet-inducible ROMK, thallium flux fluorescence; actives lie on both sides. B-score at 10 µM. 130,000 tested, 2% active;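 active = signal ratio slope over the read window, or its plate-corrected B-score, at least 3 SD from the plate mean, either direction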;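 note: B-score of the F/F0 ratio slope over 7 to 12 s after thallium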
Target sequence (P48048 whole entry, looked up): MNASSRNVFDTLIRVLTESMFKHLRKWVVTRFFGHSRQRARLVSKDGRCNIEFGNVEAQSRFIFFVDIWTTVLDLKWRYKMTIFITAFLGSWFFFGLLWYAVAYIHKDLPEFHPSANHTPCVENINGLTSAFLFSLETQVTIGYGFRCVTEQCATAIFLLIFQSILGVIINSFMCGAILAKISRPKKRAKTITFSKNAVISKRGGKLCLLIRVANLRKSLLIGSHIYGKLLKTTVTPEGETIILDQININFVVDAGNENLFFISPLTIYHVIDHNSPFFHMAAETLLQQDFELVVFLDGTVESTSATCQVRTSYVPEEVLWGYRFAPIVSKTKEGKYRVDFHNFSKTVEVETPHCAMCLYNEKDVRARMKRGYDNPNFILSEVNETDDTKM
APP 5UTR inh – inhibitors of APP translation via 5'UTR reporter, primary screen, APP 5'UTR luciferase, SH-SY5Y cells. SH-SY5Y APP 5'UTR-luciferase reporter, luminescence. inhibition, % at 2 µM. 190,000 tested, 0.82% active. AID 1285, 2008;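 active = inhibition above a set limit, derived from the sample mean plus 3 SD, cut at about 45% in these data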; note: values of inactives mirror those of a sister screen read the other way
FLuc act counter – FLuc activators, initial screening, artefact control for FLuc-dependent activation tests, biochemical, ATPlite luminescence. Luciferin 4-monooxygenase (Photinus pyralis), P08659. ATPlite luciferase biochemical, 10 min; 0 = ATP-free wells, 1 = DMSO control. 200,000 tested, under 10 active. activation factor at 10 µM;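 active = luciferase activation factor, scaled between plate controls, of at least 2 with compound at 10 µM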
Target sequence (P08659 whole entry, looked up): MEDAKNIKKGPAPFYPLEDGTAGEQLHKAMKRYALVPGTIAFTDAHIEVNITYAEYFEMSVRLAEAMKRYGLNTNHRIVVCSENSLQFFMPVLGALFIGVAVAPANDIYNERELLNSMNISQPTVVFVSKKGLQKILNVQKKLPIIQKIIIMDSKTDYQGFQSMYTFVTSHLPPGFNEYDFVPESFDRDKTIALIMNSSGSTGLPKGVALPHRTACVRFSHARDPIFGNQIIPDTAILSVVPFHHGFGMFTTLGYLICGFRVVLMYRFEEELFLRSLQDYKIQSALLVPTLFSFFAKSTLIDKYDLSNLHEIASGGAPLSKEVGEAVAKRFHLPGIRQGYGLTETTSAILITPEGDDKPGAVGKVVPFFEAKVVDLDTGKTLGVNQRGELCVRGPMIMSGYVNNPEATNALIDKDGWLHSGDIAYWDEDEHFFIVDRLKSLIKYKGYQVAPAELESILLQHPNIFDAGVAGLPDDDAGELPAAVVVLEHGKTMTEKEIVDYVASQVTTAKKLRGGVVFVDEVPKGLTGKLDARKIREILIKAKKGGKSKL
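Assay system: Luciferase/luciferin detection reagent, cell-free biochemical luciferase assay / Read-out: luciferase activation / Benchmarks: No-ATP low control, compound-free enzyme-plus-ATP high control / Medium: PBS buffer for ATP / Detection: luminescence measurement of luciferase light output / Schedule: 10 min at ambient temperature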
FLuc inhib CS – firefly luciferase enzyme inhibitors, primary screen, artefact control for luciferase-based inhibitor screens, biochemical, luminescence, ATPLite; 200,000 tested, 1.5% active; inhibition, % at 10 µM; 10 min; Luciferin 4-monooxygenase (Photinus pyralis), P08659;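 active = inhibition above about 50% when tested at 10 µM, limit read from the data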
STAT1 act – STAT1 signaling activators, primary screen, cell-based, HTS, luciferase reporter | NIH 3T3 STAT1-luciferase reporter, IFN-gamma, luminescence; 100% = IFN-gamma alone, no compound | activation (% of control), % at 5.5 µM | 200,000 tested, 2.6% active;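 active = activation above the screen-wide mean activation plus 3 SD, cut at about 130% in these data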;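 note: raw ratio to IFN-gamma control signal so 100% means no change and 0% no light; values of inactives mirror those of a sister screen read the other way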
NF-kB expr up – activators of NF-kB expression in neurons, primary screen, cell-based, HTS | AID 1239, 2008 | human neuronal cells, NF-kB reporter expression; active compounds read high | fold change at 12.5 µM | 190,000 tested, 1.6% active; in the data active = fold change above about 3.3
APP 5'UTR act – activators of APP 5'UTR luciferase reporter, primary screen, SH-SY5Y cells. SH-SY5Y APP 5'UTR luciferase reporter, luminescence; zero percent = DMSO vehicle wells. activation, % at 2 µM. 190,000 tested, 1% active. AID 1276, 2008;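 active = activation above a set limit, based on mean plus 3 SD of controls, cut at about 140% in these data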; note: values of inactives mirror those of a sister screen read the other way
An asterisk follows results filed as active; i = inactive; x = not tested or not shown.

SMILES	STAT1 inh	STAT3 blocker	STAT3 activator	ROMK primary	APP 5UTR inh	FLuc act counter	FLuc inhib CS	STAT1 act	NF-kB expr up	APP 5'UTR act
Cc1c(C(=O)c2cccc([N+](=O)[O-])c2)c2ccccn2c1CCC#N	-3.8	2.2	100.4	x	-2.4	1.1	-5.0	103.4	0.81	2.4
O=C(Nc1ccccc1-c1ccccc1)NC1CCN(C(=O)N2CCOCC2)CC1	8.0	5.6	98.8	x	-2.4	1.1	-6.3	92.7	0.96	2.4
COC(=O)c1c(C(=O)OC)c(-c2cccc(C)c2)n2c1CS(=O)C2 (configuration not stated)	-5.4	-5.5	105.9	0.21	-7.4	1	-2.8	104.9	1.08	7.4
CN(C1CCS(=O)(=O)C1)S(=O)(=O)c1ccc(N2CCCC2=O)cc1 (configuration not stated)	0.9	8.4	96.1	-0.157	7.2	1.1	-7.2	100.8	1.09	-7.2
COc1ccc(Br)cc1C(=O)Nc1ccc(NC(=O)c2ccco2)cc1	17.7	25.3	81.3	x	-11.7	1	-1.3	83.7	0.85	11.7
NC(=O)c1cccnc1Oc1cccc(Cl)c1	6.5	-3.2	102.9	-0.667	13.2	1	-3.9	94.0	1.14	-13.2
O=C1c2ccccc2C(=O)N1c1cccc(-c2nc3ccccc3o2)c1	-3.5	6.5	99.4	x	-28.0	1.2	-17.2	103.2	1.02	28.0
O=Cc1cn(-c2ccccc2)nc1-c1cc2c(ccc3ccccc32)oc1=O	4.1	4.4	102.8	-0.236	-17.3	1	-3.5	96.3	1.02	17.3
Cc1onc(-c2ccccc2Cl)c1C(=O)NCc1nc(-c2ccccc2)no1	1.2	4.9	99.5	x	-0.6	1	-0.8	98.9	0.9	0.6
Cc1ccc(-c2nn(C)c(=O)c3ccccc23)cc1CNC(=O)CSc1nc2ccccc2o1	6.8	2.1	102.5	-0.429	3.4	1.1	-9.8	93.8	1.04	-3.4
COc1cc(/C=N/Nc2nc3ccccc3[nH]2)cc(OC)c1O	10.5	19.7	80.7	x	10.5	0.4	61.1*	90.5	0.62	-10.5
CCOC(=O)c1[nH]cnc1C(=O)Nc1ccc(Cl)cc1	-21.2	23.1	82.8	1.4	-2.9	1.1	-6.0	117.5	1.21	2.9
O=C(/C=C/c1ccc([N+](=O)[O-])cc1)N(c1ccccn1)C1CCCCC1	-6.9	-0.4	104.6	5.66*	-8.3	0.9	5.7	106.3	1.31	8.3
O=C(Nc1cccnc1)c1ccc(NS(=O)(=O)c2cccc([N+](=O)[O-])c2)cc1	-12.7	-12.7	111.3	0.328	19.1	1.1	-5.1	110.7	1.03	-19.1
O=C(C1CCCN(Cc2cccnc2)C1)N1CCCCC1 (configuration not stated)	-6.3	2.1	103.0	x	0.2	1	-4.4	105.7	1.03	-0.2
COc1ccc(Nc2nnc(Cc3ccccc3)c(=O)[nH]2)c(OC)c1	0.9	0.4	102.2	-0.629	-2.4	1	-1.9	99.2	1.16	2.4
COc1ccc(Cl)cc1C(=O)OCC(=O)NC(=O)c1cccn1C	-1.4	20.6	83.1	1.44	1.9	1.1	-10.0	101.3	1.04	-1.9
CN(C)CCC(=O)c1cccc(Br)c1	-2.5	0.6	102.6	-0.89	-2.4	1	-4.2	100.5	1.23	2.4
Cc1nn(Cc2ccc(C(=O)O)o2)c(C)c1[N+](=O)[O-]	-2.1	0.5	101.5	0.58	-5.2	1	-1.3	100.2	1.07	5.2
O=S(=O)(Nc1cc(S(=O)(=O)N2CCOCC2)ccc1N1CCCC1)c1cccs1	0.8	9.2	98.7	0.494	9.1	1	-4.5	98.0	1.12	-9.1
CN1C(=O)CC(C(=O)Nc2ccc(F)cc2)SC1=Nc1ccc2c(c1)OCO2 (configuration not stated)	8.4	13.3	91.2	-0.728	-14.9	1.1	-10.0	92.3	0.98	14.9
C/C(=N\NS(=O)(=O)c1ccc([N+](=O)[O-])cc1)c1ccc(NC(=O)c2ccco2)cc1	-19.7	7.3	101.0	0.24	-63.0	1	0.2	118.8	1.53	63.0
CCc1nnc(NC(=O)CSc2nnc(CNC(=O)c3ccc(OC)c(OC)c3)o2)s1	6.7	27.3	82.7	0.603	-8.7	1	-1.3	94.0	1.08	8.7
CCOC(=O)Cc1csc(NC(=S)NC(=O)C(C)(C)C)n1	8.6	20.7	84.6	-0.0828	2.5	1.1	-7.7	92.3	1.32	-2.5
CCCn1c(=O)[nH]c(=O)c2c1nc(-c1ccc(OC)c(Br)c1)n2CCOC	6.2	1.1	100.8	0.487	-2.5	1.1	-7.0	92.9	0.84	2.5

Of the compounds above, these contain bromine:
SMILES	STAT1 inh	STAT3 blocker	STAT3 activator	ROMK primary	APP 5UTR inh	FLuc act counter	FLuc inhib CS	STAT1 act	NF-kB expr up	APP 5'UTR act
COc1ccc(Br)cc1C(=O)Nc1ccc(NC(=O)c2ccco2)cc1	17.7	25.3	81.3	x	-11.7	1	-1.3	83.7	0.85	11.7
CN(C)CCC(=O)c1cccc(Br)c1	-2.5	0.6	102.6	-0.89	-2.4	1	-4.2	100.5	1.23	2.4
CCCn1c(=O)[nH]c(=O)c2c1nc(-c1ccc(OC)c(Br)c1)n2CCOC	6.2	1.1	100.8	0.487	-2.5	1.1	-7.0	92.9	0.84	2.5

Continuation:
SMILES	STAT1 inh	STAT3 blocker	STAT3 activator	ROMK primary	APP 5UTR inh	FLuc act counter	FLuc inhib CS	STAT1 act	NF-kB expr up	APP 5'UTR act
COc1cc(OC)c(CN2CCC(CO)(CCOc3ccccc3)CC2)c(OC)c1	-0.6	10.7	95.6	-0.441	7.4	1	-2.6	100.5	1	-7.4
Cc1ccc(N2C(=O)C(NC(=O)c3c(F)cccc3F)(C(F)(F)F)C3=C2CC(C)(C)CC3=O)cc1 (configuration not stated)	-10.9	-8.2	108.0	-0.999	-5.9	1.1	-5.0	109.6	0.87	5.9
Cn1c(CNC(=O)c2ccccc2)nnc1SCC(=O)N1CCN(c2ccccc2)CC1	-0.4	-3.3	104.6	-0.0126	5.0	1.1	-5.4	103.9	1.05	-5.0
CN=C1c2c(-c3ccccc3)c3cc(OC)ccc3n2CCN1C	5.0	-1.3	101.2	-3.69*	6.7	1	-2.2	93.8	0.84	-6.7
CCOc1cccc(=O)c2c(C)n(-c3ccc(C(=O)O)cc3)c(C)c12	-3.9	16.7	89.6	x	4.7	1	0.5	101.9	x	-4.7
Cc1cc(C)n(-c2nc3ccccc3nc2N2CCN(S(=O)(=O)c3ccc4ccccc4c3)CC2)n1	5.0	-10.8	110.0	-1.36	5.8	1	0.8	98.3	1.07	-5.8
Cn1c(SCC(=O)N/N=C/c2ccc([N+](=O)[O-])s2)nnc1-c1ccc(Cl)cc1	-2.0	18.2	84.8	-0.983	33.8	1.1	-6.2	101.8	1.18	-33.8
O=C(CCC(=O)Nc1ccccc1)N/N=C/c1ccccc1F	-4.2	2.6	99.8	x	-1.3	1	-1.2	102.3	2.24	1.3
CC(C(=O)NN=C(c1ccccc1)c1ccccc1)N1CCOCC1 (configuration not stated)	-1.9	1.2	104.6	0.378	-14.9	1.1	-5.0	99.8	0.84	14.9
COc1ccc(CN2CCCC(CNC(=O)c3ccc(F)cc3)C2)cc1OC (configuration not stated)	0.6	0.6	104.0	-0.0131	-14.4	1	-0.9	97.8	1.13	14.4
Cc1c(NC(=O)OCCNC(=O)COc2c(Cl)cccc2Cl)sc(=S)n1C	-7.5	-1.6	110.2	x	-13.4	1.1	-5.4	106.7	1.1	13.4
O=C(COC(=O)c1cccc(Br)c1)NCCc1ccccc1	-3.0	4.9	100.4	x	-3.4	1	-0.8	102.7	1.13	3.4
CCOCCCn1cnc2c(c1=O)c1nc3ccccc3nc1n2-c1ccc(C)cc1	6.0	27.0	80.3	x	11.1	1	-2.4	94.6	0.85	-11.1
Cc1[nH]c(=S)n(CC2CCCO2)c1C (configuration not stated)	-6.0	3.0	100.9	1.53	5.8	x	x	105.5	1.17	-5.8
CCOc1ncccc1C(=O)OCC(=O)NC1CC1	-10.8	1.0	102.5	0.144	17.0	1.1	-7.3	109.7	1.17	-17.0
Cn1c(=O)cc(OCC(=O)N2CCN(c3cccc(C(F)(F)F)c3)CC2)c2ccccc21	0.0	10.7	93.3	x	-2.6	1	3.6	100.0	0.6	2.6
CCOC(=O)N1CCN(Cc2cn[nH]c2-c2cccc3ccccc23)CC1	4.9	-3.0	105.6	x	-22.5	1.1	-5.7	93.5	1.11	22.5
COc1ccc(C(=O)/C=C/c2ccc(N3CCCCC3)c([N+](=O)[O-])c2)cc1	-4.3	-14.9	111.2	x	16.9	1	-4.2	103.9	0.86	-16.9
COc1ccc(C(=O)Nc2cccc(-c3cnc4ccccc4n3)c2)cc1	-9.7	22.3	85.7	-0.0838	-17.9	1.1	-6.0	108.8	0.86	17.9
O=C(CSc1nnc(-c2ccc(O)cc2)o1)Nc1ccc2c(c1)OCCO2	-1.4	20.8	85.2	x	-135.3	1	4.5	101.3	1.92	135.3*
O=C(Oc1cc(=O)oc2ccccc12)c1ccco1	-0.3	-10.8	109.8	0.135	1.7	1.1	-5.0	100.3	1.27	-1.7
N#Cc1nc(Cc2cccc3ccccc23)oc1NCc1ccc(F)cc1	-5.0	3.1	99.6	-0.0947	11.1	1.1	-9.0	104.6	0.64	-11.1
O=[N+]([O-])c1cccc(/C=N/n2cnnc2)c1O	5.9	-9.5	105.6	-0.151	-1.7	1	3.6	94.7	0.99	1.7
S=C(Nc1ccc(Cl)cc1Cl)Nc1ccccc1Oc1ccccc1	2.2	11.9	98.5	x	-14.5	1	3.3	98.1	0.82	14.5
CC(=O)NC1CC2CCCC(C1)N2C(=O)Nc1ccccc1 (configuration not stated)	-1.6	-2.6	106.4	x	4.8	1.1	-7.5	101.5	1.24	-4.8
NC(=O)CC[C@@H]1NC(=O)[C@H](CO)NC(=O)c2cc([N+](=O)[O-])cc(I)c2NCCCC[C@@H](C(N)=O)NC(=O)[C@H](Cc2ccc(O)cc2)NC1=O	-1.0	-13.5	108.9	-0.349	-0.8	1	-2.1	100.9	1.04	0.8
Cc1cccc(-n2c(O)c(C=Nc3ccccc3)c3ccccc3c2=O)n1	0.1	31.6	78.8	0.211	-4.3	1.1	-5.9	98.7	1.1	4.3
Cc1ccc(C(=O)N2CCN3C(=O)c4ccccc4C23c2ccc(Cl)cc2)cc1 (configuration not stated)	22.0	i	558.9*	-0.16	-1.5	1.1	-6.0	82.3	1.5	1.5
CCOc1ccc(/C(O)=C2/C(=O)C(=O)N(CC3CCCO3)C2c2ccc(C)o2)cc1 (configuration not stated)	-0.9	21.1	87.4	x	-6.8	1	-3.8	100.8	1.13	6.8
O=S(=O)(Nc1ccc(C(F)(F)F)cc1)c1cnc[nH]1	0.2	4.1	102.1	x	16.9	1.1	-6.0	101.0	0.94	-16.9
